5-HT1A blocker = 5-HT1a (human) receptor antagonism. P08908. CHO 5-HT1a Ga15 NFAT-bla reporter, antagonist mode. inhibition, % at 10 µM. hit rate 0.68% among 62,000. AID 612;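 active means inhibition above the mean of all tested compounds plus 3 SD, cut at about 43% in these data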;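 further: receptor stimulated by 5-CT agonist at 100 nM near EC80; beta-lactamase reporter measured by ratiometric fluorescence of a cleavable substrate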
Target sequence (P08908 whole entry, looked up): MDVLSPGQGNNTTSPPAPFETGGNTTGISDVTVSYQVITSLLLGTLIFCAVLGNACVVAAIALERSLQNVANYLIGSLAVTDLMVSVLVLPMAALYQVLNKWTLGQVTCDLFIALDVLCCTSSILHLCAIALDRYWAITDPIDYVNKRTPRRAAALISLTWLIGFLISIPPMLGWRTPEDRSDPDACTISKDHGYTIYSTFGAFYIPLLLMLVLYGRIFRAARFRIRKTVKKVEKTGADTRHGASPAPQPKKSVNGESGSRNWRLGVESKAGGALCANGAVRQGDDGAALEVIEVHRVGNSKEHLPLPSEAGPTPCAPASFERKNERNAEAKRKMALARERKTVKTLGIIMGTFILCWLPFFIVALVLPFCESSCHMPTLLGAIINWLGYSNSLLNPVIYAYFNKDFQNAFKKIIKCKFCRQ
HTR1E agonist = activates the human 5-HT1E serotonin receptor; P28566; CHO 5-HT1E Ga15 NFAT-bla reporter, FRET; 0% DMSO wells, 100% control agonist wells; activation, % at 6 µM; hit rate 0.69% among 65,000; AID 574;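 active means activation above a set limit, the screen-wide mean activation plus 3 SD, cut at about 8.5% in these data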;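 further: 100% = positive control agonist at 1 µM giving full maximal response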
SF1 activator = activates the human nuclear receptor SF-1. Q13285. CHO-K1 Gal4-SF-1 LBD luciferase reporter; % increase over DMSO SF-1-specific signal. activation, % at 10 µM. hit rate 1.9% among 65,000;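 active means activation above the mean activation of all tested compounds plus 3 SD, cut at about 50% in these data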
Target sequence (Q13285 whole entry, looked up, the tested form may be a part): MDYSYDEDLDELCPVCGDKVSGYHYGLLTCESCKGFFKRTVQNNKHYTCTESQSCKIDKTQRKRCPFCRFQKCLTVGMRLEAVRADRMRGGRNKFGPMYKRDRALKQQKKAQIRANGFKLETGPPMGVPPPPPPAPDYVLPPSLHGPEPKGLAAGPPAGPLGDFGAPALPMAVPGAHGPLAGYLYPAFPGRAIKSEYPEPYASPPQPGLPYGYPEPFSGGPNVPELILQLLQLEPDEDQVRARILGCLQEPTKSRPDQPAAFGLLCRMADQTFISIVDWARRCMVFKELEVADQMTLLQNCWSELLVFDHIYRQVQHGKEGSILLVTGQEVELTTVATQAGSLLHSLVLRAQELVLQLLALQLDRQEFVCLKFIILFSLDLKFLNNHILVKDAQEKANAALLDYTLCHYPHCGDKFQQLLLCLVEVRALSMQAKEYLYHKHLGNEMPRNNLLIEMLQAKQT
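Material: CHO-K1 cells with Gal4–hSF-1 LBD chimera plus Gal4-driven luciferase / Input: 4,000 CHO-K1 cells per well / Incubation: compound exposure 20 h at 37 °C / Signal: luminescence read 15 min after SteadyLite luciferase reagent, after room-temperature equilibration / Read-out: percent activation versus DMSO / Benchmarks: DMSO negative control and −SF1 background wells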
RORA act = RORA (human) activation; P35398; CHO-K1 Gal4-RORA LBD luciferase reporter, luminescence; percent increase over mock-subtracted basal signal; activation, % at 10 µM; hit rate 1.5% among 65,000;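 active means activation above the mean of all tested compounds plus 3 SD, cut at about 49% in these data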;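 further: 0% = DMSO-treated RORA cells and 100% = added signal equal to DMSO minus mock-transfected cells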
NADH coupling = blocks coupling enzymes of NAD/NADH assays. coupled PK/LDH NADH assays, four targets. IC50, µM (titrated, usually from 10 µM), for the others: top-dose inhibition. hit rate 0.02% among 65,000. AID 774;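 active means single-dose screening hits from any of four coupled enzyme assays that gave an IC50 when retested across doses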;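 further: the DPM-DC format reads NADH fluorescence rather than 340 nm absorbance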
HTR1E antagonist = antagonists of human 5-HT1E serotonin receptor; CHO 5-HT1E Ga15 NFAT-bla reporter, FRET, antagonist; inhibition, % at 6 µM; AID 571; hit rate 0.99% among 65,000;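 active means inhibition above a set limit, the mean inhibition across every tested compound plus 3 SD, cut at about 29% in these data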;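 further: signal is the 460 over 535 nm emission ratio of beta-lactamase substrate; 0% = agonist plus DMSO wells and 100% = wells without agonist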
HTR1A agonist = agonists of human 5-HT1a serotonin receptor; CHO 5-HT1a Ga15 NFAT-bla reporter, FRET ratio; 0% basal, 100% maximal reference agonist; hit rate 0.56% among 65,000; activation, % at 10 µM; P08908;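 active means activation above the screen-wide mean activation plus 3 SD, cut at about 19% in these data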;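 further: 0% = DMSO wells and 100% = 5-CT at EC100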
MMP-13 inhibitor = MMP13 (human) collagenase inhibition; hit rate 0.07% among 65,000; MMP-13 fTHP FRET cleavage, Mca fluorescence; P45452; inhibition, % at 4 µM; AID 570;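 active means inhibition above the mean of compound-free control plate wells plus 3 SD, cut at about 14% in these data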;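 further: 0% = DMSO wells and 100% = wells with reference MMP-13 inhibitor after basal subtraction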
tolC growth inh = E. coli tolC mutant growth inhibition | hit rate 2.2% among 65,000 | E. coli BW25113 tolC mutant growth, OD615 | growth inhibition, % at 10 µM (by protocol) | AID 573;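 active means growth inhibition at or above a cutoff equal to the mean over every tested compound plus 3 SD, cut at about 60% in these data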;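 further: growth measured after 20 h incubation at 37 °C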
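Test system – E. coli BW25113 ΔtolC::kan, tolC deletion mutant strain · Detection – OD at 615 nm · Buffer or medium – LB with kanamycin 50 µg/mL · Times – 20 h compound exposure of bacteria at 37 °C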
* hit, by the source's call; . = no result given; [ ] = another dose, or the depositor's remark.

The line under a structure holds: tolC growth inh	RORA act	NADH coupling	5-HT1A blocker	HTR1E agonist	HTR1A agonist	HTR1E antagonist	MMP-13 inhibitor	SF1 activator
> CCCCc1nc2ccccc2n1Cc1nnc2n1-c1ccccc1SC2
  -14.3	-20.0	4.0%	7.4	0.0	1.1	-0.7	-3.6	-15.5
> COc1cc(C(=O)OCC(=O)c2c[nH]c3ccccc23)ccc1OCC(=O)N1CCOCC1
  27.0	4.3	3.0%	10.1	0.8	-0.9	-6.9	-2.2	15.2
> O=C(Cc1ccc(F)cc1)N(c1ccccc1)C1C=CS(=O)(=O)C1 (centres undefined)
  -3.6	4.5	8.0%	9.8	-0.2	-3.1	4.3	4.7	-4.8
> Cc1ccc(C(C(=O)NCc2ccco2)N(CC2CCCO2)C(=O)Cn2nnc3ccccc32)cc1 (centres undefined)
  -4.7	-12.6	10.0%	5.3	0.3	-0.2	-5.7	3.9	11.2
> COC(=O)c1cc2oc(C)cc2n1CC(=O)N1CCCc2ccccc21
  27.0	-6.5	10.0%	12.3	-1.7	-1.8	-6.7	4.0	-16.3
> CCOC(=O)CSc1nc2ccccc2c(=O)n1C1CCCC1
  52.7	-6.8	8.0%	32.8	0.1	1.4	19.8	0.5	7.3
> O=C(CSc1nnc(COc2ccccc2)o1)Nc1nccs1
  0.8	5.4	2.0%	-27.6	1.1	-0.2	6.0	-2.0	5.5
> COCCc1nnc(NC(=O)Cc2ccccc2)s1
  -5.7	-6.0	11.0%	-9.8	0.2	-1.5	-10.4	3.7	14.7
> COc1ccc(C2C(C(=O)Nc3cc(C)on3)c3ccccc3C(=O)N2C)cc1OC (centres undefined)
  -15.2	3.9	5.0%	-9.2	0.2	0.0	9.7	1.1	-2.2
> CCCCOC(=O)CSc1nc2c(c(=O)[nH]c(=O)n2C)n1C/C=C(\C)Cl
  6.8	-12.6	6.0%	7.8	-0.3	-6.7	-3.7	-8.6	-3.3
> O=C(c1cccn2c(=O)c3cc(Cl)ccc3nc12)N1CCOCC1
  -2.0	0.7	2.0%[fluoresces]	5.8	1.1	2.1	10.9	-55.2	14.1
> O=C1CC(c2ccc(Cl)cc2)CC(O)=C1C=NCCN1CCNCC1 (centres undefined)
  3.6	-2.2	2.0%	-14.5	-0.6	-1.3	-5.7	0.9	5.6
> CCOC(=O)N1CCC(NC(=O)c2cc3ccccn3n2)CC1
  -13.6	-17.5	3.0%	-12.2	1.0	-4.0	2.3	-11.7	16.5
> O=C(CSc1nnc(CNC(=O)c2cccs2)o1)Nc1ccc2c(c1)OCO2
  -7.7	-0.8	4.0%	-2.4	-1.4	-6.1	-6.3	-1.0	3.2
> O=C(CCc1nc2ccccc2[nH]1)Nc1ccc2c(c1)OCO2
  16.9	23.1	2.0%	5.8	-0.2	-1.9	10.1	3.9	-7.4
> CC1(C)NC(=O)N(CCCOc2ccc(Br)cc2Cl)C1=O
  8.6	18.7	2.0%	-13.4	0.3	-0.2	-7.4	-3.9	64.9*
> CCCCn1c(N)c(N(CCC(C)C)C(=O)CSc2nnc(C)s2)c(=O)[nH]c1=O
  -17.6	-5.9	8.0%	2.6	0.1	-2.9	-1.8	0.9	0.5
> O=C(c1cccc(Cl)c1)N1CCN(C(=O)c2ccco2)CC1
  -5.0	-17.4	4.0%	-4.1	1.1	-0.4	5.7	-4.4	3.8
> COC(=O)c1ccc(NC(=O)CSc2n[nH]c(-c3ccncc3)n2)cc1
  -7.5	1.4	6.0%	-13.4	-0.5	5.0	-6.2	3.2	-2.5
> COc1ccc(NC(=O)N2CCCc3ccccc32)cc1
  -12.8	22.8	5.0%	-9.2	0.0	-0.5	3.1	3.0	13.7
> Cc1nc2c(c(=O)n1CC1CCCO1)c1nc3ccccc3nc1n2CC(C)C (centres undefined)
  6.8	-17.9	5.0%	.	-0.7	-0.1	1.6	-3.1	-2.7
> N#CCCN(Cc1cccnc1)C(=O)Nc1cccc(Cl)c1
  -9.3	-14.2	5.0%	3.1	-0.8	-2.4	15.0	-5.9	-0.7
> O=C(CN1C(=O)NC2(CCSC2)C1=O)N1CCN(c2ccc(F)cc2)CC1 (centres undefined)
  -2.7	-4.5	3.0%	-13.2	1.1	-0.6	-8.6	1.1	6.0
> c1ccc2c(N3CCCCC3)nc(N3CCCC3)nc2c1
  14.0	14.6	8.0%	25.4	0.3	-0.9	2.7	-11.0	4.5
> Cc1nc2sccn2c1-c1nc(C2CC2)c(C(=O)c2ccc3c(c2)NC(=O)CO3)s1
  10.4	-17.0	4.0%	-8.2	-0.3	-1.5	-13.9	-17.7	-15.8
> CCOc1ccc(-c2cc(CCCC(=O)Nc3cc(OC)ccc3OC)no2)cc1
  -4.5	-46.0	6.0%	-11.5	1.2	2.8	-6.1	4.7	-56.8
> Cc1ccc(Nc2nc(C3CC3)cs2)cc1
  7.0	-6.2	1.0%	-7.2	0.6	3.8	-0.2	3.9	4.9
> O=C(CSc1nnc(-c2ccc(OC(F)F)cc2)o1)NC(=O)NCc1ccco1
  -1.3	-2.5	4.0%	-6.3	-0.5	-2.2	4.4	0.1	-3.1
> CCOc1ccccc1N1CCN(S(=O)(=O)c2cccc3nsnc23)CC1
  8.4	0.8	2.0%	19.3	-0.8	-4.0	16.2	-5.3	-16.6
> COc1ccc(NC(=O)CSc2nnc(C(C)C)n2N)cc1
  -8.8	-10.1	4.0%	-10.4	0.3	1.9	-2.4	-1.5	7.8
> CN(CCC#N)CC(=O)Nc1ccc(NC(=O)CN(C)CCC#N)cc1
  -18.1	-12.4	5.0%	8.7	-0.7	-0.9	-3.5	-9.2	2.2
> COc1cc(NS(=O)(=O)c2ccc(NC(=O)COc3ccccc3Cl)cc2)nc(OC)n1
  71.5*	-11.9	0.0%	-13.2	0.6	-0.2	-1.7	3.3	2.6
> CN(CC(=O)Nn1cnnc1)S(=O)(=O)c1cc(Cl)ccc1Cl
  -10.5	6.4	7.0%	10.3	-1.9	-1.1	7.7	4.4	-11.9
> O=C(COc1ccc(S(=O)(=O)N2CCCCC2)cc1)NC1CCCCC1
  15.5	21.0	2.0%	-10.3	0.1	-2.1	9.2	-0.3	6.5
> O=c1nc2n(c3ccccc13)Cc1ccccc1-2
  17.2	-7.8	6.0%	3.2	-1.0	-1.2	-3.6	-21.6	8.1
> COC(=O)C1=C(C)N=c2s/c(=C/c3cccs3)c(=O)n2C1c1cccs1 (centres undefined)
  -12.8	-1.5	8.0%	2.5	-0.6	-1.0	-2.0	-0.1	7.9
> CC(CC(=O)c1cccs1)CC(=O)c1cccs1
  4.8	73.9*	6.0%	5.7	-0.2	0.0	17.5	-6.1	74.2*
> COc1ccc(-n2c(Cc3cccn3C)nnc2SCC(=O)NCc2ccccc2Cl)cc1
  25.2	2.7	6.0%	5.6	0.1	-2.9	-5.5	1.6	2.5
> CCOC(=O)c1cnc(-n2cc(C)cn2)nc1NCc1ccc2c(c1)OCO2
  26.0	-32.6	8.0%	12.9	0.0	2.6	9.9	2.2	-10.8
> CC(C)c1nnc(NC(=O)CN(C)S(=O)(=O)c2ccc3c(c2)OCCO3)s1
  -2.2	-6.0	6.0%	-2.4	-1.3	-0.8	-6.6	0.6	-7.3
> O=C(CCc1ccc(S(=O)(=O)N2CCOCC2)cc1)Oc1ccccc1
  -6.6	-15.3	10.0%	-7.0	0.8	-0.4	-4.2	-0.6	0.3
> COC(=O)c1ccc(C2c3c(oc4ccccc4c3=O)C(=O)N2CCCN2CCOCC2)cc1 (centres undefined)
  -8.6	5.3	6.0%	-16.9	0.1	-3.9	-3.4	3.4	9.6
> Cn1c(SCC(=O)N2CCCCC2)nnc1-c1ccc(S(=O)(=O)N2CCOCC2)cc1
  -13.5	21.9	3.0%	3.0	0.5	-2.2	-5.9	-4.4	-10.4
> Cc1ccn(C(=O)c2ccc(NC(=O)C3CCCCC3)cc2)n1
  2.5	-1.5	5.0%	2.2	1.3	-1.0	-5.7	-24.4	3.7
> Cc1c(Cl)cccc1NC(=O)CSCC(N)=O
  -6.7	-5.8	4.0%	-16.1	1.0	-2.7	-6.0	4.0	-6.5
> CCOC(=O)c1sc(NC(=O)C2CC2)cc1C
  -7.1	7.8	3.0%	4.7	0.5	-2.5	1.7	2.8	4.2
> CCN(CCCNC(=O)CN1C(=O)COc2ccccc21)c1cccc(C)c1
  11.0	1.1	2.0%	6.3	0.2	-0.6	0.5	2.7	-6.6
> COc1cc(C2CC(=O)NC3=C2C(=O)CC(C)(C)C3)cc(OC)c1O (centres undefined)
  -10.0	-19.0	8.0%	-15.7	0.5	-4.8	-0.2	4.5	-8.1
> C=CCNc1nc(NCc2ccco2)nc(OCC)n1
  2.0	-13.2	7.0%	-6.5	-0.4	-1.2	6.0	-5.1	6.2
> CON(C)c1nc(Oc2ccc(=O)[nH]n2)nc(N(C)C)n1
  -0.8	4.8	2.0%	2.9	-1.0	-0.4	0.8	-1.2	-0.9
> Cc1cnn(-c2nc(-c3cccs3)cc(C(F)(F)F)n2)c1
  37.9	-15.9	4.0%	16.8	-1.1	-3.9	28.7*	-6.0	6.4
> CCOc1ccccc1C1CC(=O)Nc2cc3c(cc21)OCO3 (centres undefined)
  12.9	-12.0	11.0%	20.2	0.2	-0.8	27.8	2.4	9.8

Record cards (already shown). Values in the order: tolC growth inh, RORA act, NADH coupling, 5-HT1A blocker, HTR1E agonist, HTR1A agonist, HTR1E antagonist, MMP-13 inhibitor, SF1 activator
COc1ccc(-n2c(Cc3cccn3C)nnc2SCC(=O)NCc2ccccc2Cl)cc1 is listed as 25.2, 2.7, 6.0%, 5.6, 0.1, -2.9, -5.5, 1.6, 2.5
CC(CC(=O)c1cccs1)CC(=O)c1cccs1 is listed as 4.8, 73.9*, 6.0%, 5.7, -0.2, 0.0, 17.5, -6.1, 74.2*

From PubChem

This is a random part of the collection; overall some 7.2% were active at least once.
